KOR beta-arrestin-1: kappa opioid receptor activators – cell-based, luminescence, uHTS, primary screen (AID 1777). KOR beta-arrestin recruitment, luminescence; higher % means a stronger effect. one-dose activation, % at 10 µM; EC50 in µM for titrated hits. 280,000 compounds, 0.02% hits; in the data active means activation above about 50%, passing the limit was not always enough; further: a part of the inactive calls stands beside numbers as strong as those of hits
Myeloid diff MLP: compounds promoting myeloid differentiation. 360,000 compounds, 1% hits. calls only at 10 µM. ER-HoxA9 myeloid progenitors, lysozyme-GFP differentiation, flow cytometry;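 active means normalized GFP-positive differentiation at or above the plate's own cutoff, the solvent-only control mean plus 3 SD; inconclusive means no clear call, values can overlap the other calls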;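 further: cells exposed to compound for four days before flow analysis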
HIV peptide binding: inhibitors of HIV fusion peptide binding, primary screen, biochemical, uHTS, fluorescence dequenching (AID 1986); cell-free peptide binding, fluorescence dequenching, 30 min; higher % means a stronger effect; one-dose inhibition, % at 20 µM; IC50 in µM for titrated hits; 290,000 compounds, 0.3% hits; in the data active means inhibition mostly above about 52%, no sharp cut-off; inactive means mostly below about 76%; further: some results filed as inactive read as strong as hits
Siah-1 displacement: blockers of Siah-1 interaction with plectin peptide – biochemical, fluorescence polarization, rhodamine-plectin, uHTS, primary screen (AID 1817). displacement, % at 20 µM, or IC50 in µM where a hit was titrated. 290,000 compounds, 0.02% hits. Siah-1 / rhodamine-plectin peptide fluorescence polarization; higher % means a stronger effect;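 active means displacement of at least 50% at 20 µM, with a fluorescence ratio check between 0.3 and a set limit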;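 further: plate controls were Siah plus tracer with DMSO for no effect and tracer alone without Siah for full effect; strong numbers were not always called active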
KOR beta-arrestin-2: kappa opioid receptor blockers – cell-based, luminescence, uHTS (AID 1778); KOR beta-arrestin recruitment, luminescence, antagonist mode; higher % means a stronger effect; inhibition, % at 10 µM, or IC50 in µM where a hit was titrated; 290,000 compounds, 0.091% hits; further: strong numbers were not always called active
HEK293 NOD2/NF-kB: inhibition of NOD2-driven NF-kB reporter – cell-based, luminescence, uHTS, HEK293 (AID 1566); HEK293 NOD2/NF-kB luciferase reporter, luminescence; higher % means a stronger effect; 290,000 compounds, 0.63% hits; inhibition, % at 4 µM; hits with a dose series show EC50 in µM; further: many of its hits are not listed in these tables
LYP inhibition: PTPN22 lymphoid phosphatase activity blockers – biochemical, fluorescence intensity, uHTS (AID 1779); one-dose inhibition, % at 11.5 µM; IC50 in µM for titrated hits; recombinant LYP phosphatase, fluorescence intensity; higher % means a stronger effect; 290,000 compounds, 0.054% hits;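 further: plate controls were vehicle with enzyme for no effect and no enzyme for full effect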
NOD1 inhibition: inhibition of NOD1-driven NF-kB reporter – cell-based, luminescence, uHTS, primary screen (AID 1578); inhibition, % at 4 µM, or EC50 in µM where a hit was titrated; NOD1-driven NF-kB luciferase reporter cells, luminescence; higher % means a stronger effect; 290,000 compounds, 1% hits; in the data active means inhibition mostly above about 36%, no sharp cut-off; inactive means mostly below about 34%;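 further: HEK-293T reporter cells stimulated with the NOD1 agonist gamma-tri-DAP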
PhoP inhibition: PhoP-dependent GFP reporter repression – Salmonella Typhimurium, primary screen (AID 1863); S. Typhimurium PhoP-regulated promoter GFP reporter, 4 h; higher % means a stronger effect; inhibition, % at 50 µM; hits with a dose series show IC50 in µM; 300,000 compounds, 0.16% hits;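 active means inhibition over 29.93%, a cutoff 3 SD above the screen mean, later confirmed by dose response; inconclusive means inhibition over 29.93% but no dose response follow-up; inactive means inhibition at most 29.93% or unconfirmed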;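 further: 0% = low Mg2+ inducing control and 100% = high Mg2+ repressing control; strong numbers were not always called active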
Myeloid diff MLP GFP+ MAC1+ %: second read-out of Myeloid diff MLP, no call of its own (marks repeat the call); GFP+ MAC1+ double positive, %; measured here: differentiation confirmed by MAC1 staining
An asterisk follows results filed as active; i = inactive; ? = inconclusive; · = no result given; + = active, no number; & = joins results of further samples; [ ] = remark or other dose. Unless noted, no stated cut-off is given here; in the data, active means inhibition above about 50%; inactive means the rest. Some of the compounds tested; rates above refer to the full screens.

SMILES,KOR beta-arrestin-2,Myeloid diff MLP GFP+ MAC1+ %,Myeloid diff MLP,NOD1 inhibition,Siah-1 displacement,HIV peptide binding,LYP inhibition,HEK293 NOD2/NF-kB,PhoP inhibition,KOR beta-arrestin-1
O=C(/C=C/c1ccco1)NC(=S)Nc1ccccn1,24%,1.0,i,-22%,-3%,25%,-1%,6%,-14%,-4.3%
O=[N+]([O-])c1cc([N+](=O)[O-])c2cc3ccccc3nc2c1,-54%,·,?,14%,-2%,-2.8%,2%,32%,·,-4.4%
CCOC(=O)c1[nH]c2cc(OC)c(OC)cc2c1NC(=O)C(C)N1CCN(Cc2ccccc2)CC1 (stereo not drawn),0%,0.9,i,-32%,0%,-0.4%,-3%,7%,-4%,-8.2%
CCOc1ccc(CN(C)CC(=O)Nc2cccc(C)c2)cc1OC,-36%,1.3,i,10%,-7%,-0.2%,-7%,0%,-6%,1.5%
CCc1ccccc1Oc1coc2cc(O)ccc2c1=O,-8%,1.4,i,2%,12%,-0.1%,-4%,2%,-4%,-0.5%
Cc1nnc(SCC(=O)N2CCC(Cc3ccccc3)CC2)n(N)c1=O,-24%,0.5,i,-4%,-4%,-1.4%,1%,13%,-6%,-0.7%
COc1ccc(/C=N/NC(=O)CCSc2nc3ccccc3s2)cc1,-33%,0.2,i,6%,1%,-0.4%,6%,0%,-12%,2.9%
CCCCCCCCC(=O)NNC(=O)c1c(O)c2ccccc2n(CC)c1=O,-20%,0.1,i,-40%,-11%,1.3%,-1%,2%,-2%,4.2%
CCOC(=O)CC1Sc2ccccc2NC1=O (stereo not drawn),-31%,5.0,i,-15%,1%,-1.3%,-3%,0%,-5%,1.6%
C=CCNC(=O)c1cc(-c2ccncc2)nc2c(C)cc(C)cc12,-1%,0.9,i,-18%,0%,1.2%,-7%,-12%,-1%,4.7%
COc1cccc(OCCCOc2ccccc2C(C)C)c1,21%,4.6,i,-2%,5%,-0.6%,-5%,2%,1%,-2.8%
O=C(CSc1nnc(CNC(=O)c2c(F)cccc2F)o1)Nc1ccc2c(c1)OCCO2,-7%,·,·,-38%,3%,0.8%,-5%,-5%,-7%,3.5%
O=C(CCCCCC(=O)N(CCO)CCO)N(CCO)CCO,-18%,1.3,i,-24%,2%,2.3%,-8%,7%,8%,-1.3%
O=S(=O)(c1cccc(F)c1)N1CCc2sccc2C1c1ccc(OC(F)(F)F)cc1 (stereo not drawn),-32%,0.7,i,-2%,-5%,1.3%,8%,15%,-5%,-0.1%
COc1ccc2cc(C3CC(c4ccco4)=NN3C(=O)CCC(=O)O)c(Cl)nc2c1 (stereo not drawn),34%,0.4,i,-21%,13%,55%,-6%,3%,4%,-1.9%
CCC(=O)N1C(=O)C2(Nc3ccccc3N2)c2ccccc21,12%,·,·,-22%,8%,1.5%,-4%,15%,-2%,-2.1%
CCCCOC(=O)CSCC(=O)N1N=C(c2cccs2)CC1c1ccc(F)cc1 (stereo not drawn),-9%,0.8,i,-10%,3%,-1.5%,3%,5%,-6%,1.3%
O=C(CCCN1C(=O)S/C(=C\C=C\c2ccccc2)C1=O)Nc1ccc(C(=O)O)cc1,-42%,2.9,i,-35%,3%,24%,-6%,-30%,0%,4.8%
Cc1ccc(C)c(S(=O)(=O)c2c(N)n(/N=C/c3ccco3)c3nc4ccccc4nc23)c1,-31%,1.9,i,-21%,-5%,0.3%,-1%,-5%,-1%,-2.3%
CCN1CCN(c2nc3c(c(=O)[nH]c(=O)n3C)n2Cc2ccccc2)CC1,3%[20 µM],0.5,i,-11%,-5%,-0.8%,-3%,4%,-1%,-2.8%
COc1cccc(CNc2ccc3[nH]c(=O)[nH]c3c2)c1OCc1ccccc1,-30%[20 µM],1.4,i,4%,-5%,-1.2%,-8%,12%,2%,2.6%
COc1ccc(/C(C)=N/NC(=O)c2ccc(CSc3cccc4cccnc34)cc2)cc1OC,18%,5.8,i,33%,-1%,-1.3%,10%,22%,1%,-2.5%
O=C(NNC(=S)NC1CCCCC1)c1sc2ccccc2c1Cl,-147%,0.4,i,30%,-10%,20%,-4%,12%,-2%,4.6%
CN(C)c1ccc(C(CNC(=O)c2ccccc2)c2c[nH]c3ccccc23)cc1 (stereo not drawn),38%,0.5,i,-22%,1%,-1.2%,0%,-9%,-5%,4.1%
O=C(N/N=C/c1ccc2ncccc2c1)c1ccco1,16%,0.8,i,15%,-1%,-0.6%,1%,9%,-20%,-2.4%
O=C1N(Cc2cccc(Cl)c2)C[C@@H]2C[C@@H](c3ccc4nonc4c3)N3CCC[C@@]123,20%[20 µM],1.0,i,-10%,-6%,-2.0%,-3%,-13%,1%,·
N=c1sccn1CC(=O)Nc1ccccc1Sc1ccccc1,-14%,·,·,-23%,4%,-0.2%,-4%,-1%,19%,-2.0%
CCN1CCN(CCCNC(=O)C(NC(=O)C2CCC(C)CC2)C(C)C)CC1 (stereo not drawn),-14%,·,·,5%,0%,0.6%,-6%,1%,-1%,14%
COc1ccc(OC)c2c(C)cc(N3CCN(C(=O)c4ccc(Cl)cc4)CC3)nc12,17%,4.9,i,-16%,1%,-2.4%,-2%,6%,3%,-0.1%
CCCC(=Nc1ccccc1)C1=C(O)C(C(=O)OC)C(C)(C)CC1=O (stereo not drawn),-2%,5.7,i,9%,0%,-2.3%,-4%,3%,-5%,-2.1%

In another format: results already given
CN(C)c1ccc(C(CNC(=O)c2ccccc2)c2c[nH]c3ccccc23)cc1 (stereo not drawn)
  KOR beta-arrestin-2 = 38% | Myeloid diff MLP GFP+ MAC1+ % = 0.5 | Myeloid diff MLP = i | NOD1 inhibition = -22% | Siah-1 displacement = 1% | HIV peptide binding = -1.2% | LYP inhibition = 0% | HEK293 NOD2/NF-kB = -9% | PhoP inhibition = -5% | KOR beta-arrestin-1 = 4.1%
O=C(N/N=C/c1ccc2ncccc2c1)c1ccco1
  KOR beta-arrestin-2 = 16% | Myeloid diff MLP GFP+ MAC1+ % = 0.8 | Myeloid diff MLP = i | NOD1 inhibition = 15% | Siah-1 displacement = -1% | HIV peptide binding = -0.6% | LYP inhibition = 1% | HEK293 NOD2/NF-kB = 9% | PhoP inhibition = -20% | KOR beta-arrestin-1 = -2.4%

(next part)
SMILES,KOR beta-arrestin-2,Myeloid diff MLP GFP+ MAC1+ %,Myeloid diff MLP,NOD1 inhibition,Siah-1 displacement,HIV peptide binding,LYP inhibition,HEK293 NOD2/NF-kB,PhoP inhibition,KOR beta-arrestin-1
CCN(CC(=O)Nc1ccc2c(c1)OCCO2)Cc1cc(=O)n2ccsc2n1,-33%,0.4,i,6%,5%,0.5%,-6%,2%,-4%,0.4%
Nc1ccc(Oc2cc(N)cc(Oc3ccccc3)c2)cc1,26%,0.5,i,-12%,-2%,-2.8%,-2%,-93%,·,-3.7%
O=C(CN1CCCCC1)N1N=C(c2cccs2)CC1c1cccs1 (stereo not drawn),-8%[20 µM],0.2,i,-10%,-2%,-2.1%,-6%,13%,1%,-8.8%
CCCN(CC(=O)Nc1ccc(Cl)cc1Cl)C(=O)CC(NC(C)=O)c1ccccc1 (stereo not drawn),40%,·,?,-18%,7%,-0.5%,0%,2%,-4%,-5.8%
COCCSc1ccccc1C(=O)N1CCN(Cc2ccc3c(c2)OCO3)CC1,-35%,6.5,i,-32%,2%,-1.6%,-8%,-12%,-2%,-2.6%
CCOc1cc(CNc2ccc(O)cc2)cc(Br)c1OCc1ccccc1F,15%,0.6,i,42%,6%,11%,-3%,20%,12%,0.6%
CC(C)(C)C(=O)CSc1nc2ncc(Br)cc2[nH]1,4%,0.6,i,34%,-1%,3.4%,0%,-47%,-6%,-2.5%
COc1ccccc1CCNC(=O)CC1C(=O)NCCN1CCCc1ccccc1 (stereo not drawn),21%,0.5,i,8%,-8%,-1.9%,-3%,-4%,5%,-1.6%
COc1ccc2oc(=O)c(-c3nnc(N)s3)cc2c1,-8%,0.1,i,-49%,-5%,-0.7%,5%,-32%,6%,-0.4%
Cc1ccc(NC(=O)CN(C)C(=O)CCCN2C(=O)c3ccccc3C2=O)cc1,-26%,0.7,i,-25%,2%,-0.8%,-4%,7%,6%,7.4%
CC(C)(C)C(=O)Nc1ccccc1C(=O)Nc1cc(Cl)ccc1Cl,-22%,2.1,i,14%,2%,-1.3%,0%,4%,6%,9.3%
CCOC(=O)C1=NNC2(c3ccc(C)cc3)C(=O)N(c3ccc(Cl)cc3)C(=O)C12 (stereo not drawn),34%,0.2,i,-15%,11%,-0.7%,4%,16%,5%,-2.1%
Cc1ccc(SCCCCN2C(=O)NC(C)(C)C2=O)cc1,38%,1.4,i,-32%,1%,-1.8%,-2%,-4%,6%,-2.5%
CCOCCOC(=O)C1=C(C)NC2=C(C(=O)CC(c3cccs3)C2)C1c1ccsc1 (stereo not drawn),36%,8.1,i,14%,-2%,-1.8%,-5%,6%,-8%,-5.5%
COc1cc(CNc2ccc3[nH]c(=O)[nH]c3c2)cc(Cl)c1OCC(=O)NC(C)(C)C,22%,1.1,i,-9%,2%,5.9%,-10%,12%,11%,-2.2%
CCOC(=O)COn1c(SCC(=O)OCC)nc2ccccc2c1=O,-3%,1.4,i,0%,2%,-1.0%,-5%,1%,-9%,6.9%
N=c1c2c3c(sc2ncn1N)CCC3,16%,0.6,i,-8%,1%,-0.9%,-5%,-2%,-12%,3.1%
CC(=O)c1c(C)oc2ccc(NS(=O)(=O)c3ccccc3)cc12,-57%,4.4,i,-2%,15%,2.1%,-11%,33%,2%,1.8%
N#Cc1ccc(-c2ccc(OCC(=O)NCCCN3CCCC3=O)cc2)cc1,0%,0.4,i,-17%,10%,0.3%,-10%,-55%,15%,2.1%
O=C(Oc1ccccc1)N1CCN(c2ccccc2F)CC1,-33%,0.8,i,-4%,-3%,0.7%,-8%,-51%,-11%,9.3%
N#C/C(=C/C=C/c1ccccc1)C(=O)Nc1ccccc1,6%,·,+,3%,0%,-2.1%,-6%,-46%,-6%,0.0%
COc1ccccc1-n1c(-c2ccccc2)c[n+]2c1CCc1ccccc1-2,-3%&-6%,0.5,i,69%*,3%&4%,0.2%&-1.4%,-5%&-4%,41%&49%,0%&7%,0.0%&-1.2%
O=C(Nc1ccccc1)/C(=C1\CCCN1)[N+](=O)[O-],-7%,0.5,i,-33%,0%,0.3%,-3%,-2%,5%,3.7%
OC(COC(c1ccccc1)c1ccccc1)CN1CCCCC1 (stereo not drawn),14%,0.7,i,-4%,-6%,-1.1%,-2%,-10%,3%,-5.0%
O=C(NC1CCCC1)C(c1cccs1)N(Cc1ccco1)C(=O)c1csnn1 (stereo not drawn),-76%,0.4,i,16%,-7%,2.0%,1%,1%,6%,1.5%
O=C(O)CCC(=O)N1CC=C(c2ccccc2)CC1,-4%,·,·,-3%,-1%,0.2%,-3%,14%,-9%,-0.8%
COc1cc(C2Nc3ccccc3NC3=C2C(=O)CC(c2ccc(OC)c(OC)c2)C3)ccc1O (stereo not drawn),6%,0.0,i,0%,-8%,-2.4%,0%,-9%,-1%,-2.9%
